# Cardiac RTF inh – cardiac RTF calcium desensitization | IANBD-labeled cardiac RTF, Ca2+ fluorescence | inhibition, % at 7.15 µM | 0.12% of 340,000 active | AID 493244;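 active means inhibition above the mean inhibition of all tested compounds plus 3 SD, cut at about 17% in these data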;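 further: assay run at fixed EC70 calcium of 1.6 mM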
# HTR5A ag ctr – counter-screen for OPRM1-OPRD1 agonists: human HTR5A agonism; P47898; HTR5A agonist assay, luminescence, cell-based; activation, % at 9.3 µM; 0.61% of 340,000 active; AID 504692; in the data active means activation mostly above about 9.5%, no sharp cut-off; inactive means mostly below about 7.6%;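 further: 0% = cells with vehicle only and 100% = reference agonist; strong numbers were not always called active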
# Target sequence (P47898 whole entry, looked up): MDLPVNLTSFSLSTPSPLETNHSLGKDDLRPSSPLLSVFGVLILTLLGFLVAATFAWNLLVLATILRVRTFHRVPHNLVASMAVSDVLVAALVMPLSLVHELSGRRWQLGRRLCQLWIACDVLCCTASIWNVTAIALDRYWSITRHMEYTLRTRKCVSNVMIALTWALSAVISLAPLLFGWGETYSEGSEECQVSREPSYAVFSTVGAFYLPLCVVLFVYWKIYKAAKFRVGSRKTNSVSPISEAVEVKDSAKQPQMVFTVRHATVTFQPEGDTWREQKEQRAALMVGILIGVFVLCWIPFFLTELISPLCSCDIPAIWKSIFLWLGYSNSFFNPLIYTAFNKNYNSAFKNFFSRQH
# Keap1 Nrf2 FP – Keap1-Nrf2 (human) interaction inhibition | Q14145 | Keap1 Kelch-Nrf2 peptide fluorescence polarization, 1536-well | inhibition, % at 9.4 µM | 0.15% of 340,000 active | AID 504523; in the data active means inhibition above about 12%;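 further: human Keap1 Kelch domain with fluorescein labeled Nrf2 9mer peptide probe; 0% = neutral control wells and 100% = peptide positive control; higher means more block of Keap1 binding to Nrf2 peptide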
# Target sequence (Q14145 whole entry, looked up, the tested form may be a part): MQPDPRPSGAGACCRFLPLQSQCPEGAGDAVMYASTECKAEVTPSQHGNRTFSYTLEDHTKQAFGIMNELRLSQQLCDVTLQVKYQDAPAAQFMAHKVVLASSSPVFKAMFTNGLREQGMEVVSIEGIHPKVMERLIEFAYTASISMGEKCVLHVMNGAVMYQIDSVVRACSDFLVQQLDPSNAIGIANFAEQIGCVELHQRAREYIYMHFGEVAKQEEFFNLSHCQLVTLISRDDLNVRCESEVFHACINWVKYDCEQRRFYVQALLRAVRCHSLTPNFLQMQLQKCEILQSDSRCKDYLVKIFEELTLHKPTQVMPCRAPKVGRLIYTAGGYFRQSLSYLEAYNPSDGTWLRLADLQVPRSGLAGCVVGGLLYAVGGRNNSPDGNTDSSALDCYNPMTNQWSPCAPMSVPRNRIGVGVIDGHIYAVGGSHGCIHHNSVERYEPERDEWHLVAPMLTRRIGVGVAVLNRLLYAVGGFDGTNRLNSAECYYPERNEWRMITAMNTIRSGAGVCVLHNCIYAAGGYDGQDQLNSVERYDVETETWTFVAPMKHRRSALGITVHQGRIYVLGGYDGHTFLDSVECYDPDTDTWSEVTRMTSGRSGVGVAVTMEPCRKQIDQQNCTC
# CAL-PDZ inh HTS – CAL PDZ (human) peptide binding inhibition. purified CAL PDZ, TMR-peptide fluorescence polarization, 1 h. inhibition, % at 24.9 µM. 0.92% of 300,000 active. AID 602252;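 active means mean inhibition of at least 30% with at least half of replicates also reaching 30%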;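 further: 0% = DMSO neutral control and 100% = excess unlabeled competitor peptide PRC23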
# V-ATPase pH – yeast V-ATPase proton transport regulation by pHLuorin. S. cerevisiae, pHLuorin cytosolic pH fluorescence. response, % at 10 µM. 0.37% of 350,000 active. AID 504577; in the data active means response mostly above about 7.3%, no sharp cut-off; inactive means mostly below about 5.4%; further: actives read high; inactives centre near 0; some compounds called inactive have numbers as strong as hits; reference of the scale not given here
# MOR-DOR inv ag – mu-delta opioid heterodimer inverse agonism | P35372+P41143 | cell-based MOR-DOR heterodimer luminescence | inhibition, % at 9.3 µM | 0.21% of 340,000 active | AID 504357; in the data active means inhibition above about 22%, passing the limit was not always enough;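 further: 0% = cells with DMSO and 100% = wells without cells with DMSO; values of inactives mirror those of a sister screen read the other way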
# OPRM1-OPRD1 ag – agonists of human mu-delta opioid receptor heterodimerization; 0.3% of 340,000 active; AID 504326; P35372+P41143; cells, OPRM1-OPRD1 heterodimerization, luminescence; activation, % at 9.3 µM; in the data active means activation above about 18%;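 further: 0% = vehicle-treated cells and 100% = reference agonist; values of inactives mirror those of a sister screen read the other way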
# HTR5A inv ctr – counter-screen for OPRM1-OPRD1 inverse agonists: human HTR5A inverse agonism | P47898 | HTR5A cell line, luminescence | inhibition, % at 9.3 µM | 0.083% of 340,000 active; in the data active means inhibition mostly above about 23%, no sharp cut-off; inactive means mostly below about 18%;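 further: 0% = cells with DMSO and 100% = no-cell wells with DMSO; some compounds called inactive have numbers as strong as hits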
# cardiac RTF act – cardiac RTF calcium sensitization; IANBD-labeled TnC RTF fluorescence at EC20 calcium; 0% EC20 calcium, 100% full calcium; activation, % at 7.2 µM; 0.24% of 340,000 active; AID 493008;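 active means activation above the mean over all tested compounds plus 3 SD, cut at about 30% in these data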;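 further: rise in fluorescence read as greater calcium sensitivity of cardiac thin filaments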
# LANA DNA inh – KSHV C-LANA DNA binding inhibition; MBP-C-LANA/FAM-LBS DNA binding, fluorescence polarization; inhibition, % at 9 µM; 0.078% of 340,000 active;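 active means highest replicate inhibition at or above 60% at 9 µM, even if other replicates fall short; inactive means all replicates below 60% inhibition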;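 further: 0% = neutral control wells and 100% = 4 µM acridine orange control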
# An asterisk follows results filed as active; . = not tested or not shown.
# The first three compounds, to show the layout:
SMILES,Cardiac RTF inh,HTR5A ag ctr,Keap1 Nrf2 FP,CAL-PDZ inh HTS,V-ATPase pH,MOR-DOR inv ag,OPRM1-OPRD1 ag,HTR5A inv ctr,cardiac RTF act,LANA DNA inh
COC(=O)c1cc(OC)c(OC)cc1NC(=O)CSc1nnc(-c2cccnc2)n1C,-2,-2,4,.,-3,14,-3.0,-13,3,-0.8
O=C(Cn1ncc2c([nH]c3ccccc32)c1=O)Nc1ccc(F)cc1F,-3,-1,1,-2,-2,13,-2.6,-6,0,0.0
O=C(c1cc(-c2ccncc2)nc2ccccc12)N1CCN(S(=O)(=O)/C=C/c2ccccc2)CC1,-1,-2,-3,-2,2,12,-2.1,-13,4,1.5

# Results, previewed entries included:
SMILES,Cardiac RTF inh,HTR5A ag ctr,Keap1 Nrf2 FP,CAL-PDZ inh HTS,V-ATPase pH,MOR-DOR inv ag,OPRM1-OPRD1 ag,HTR5A inv ctr,cardiac RTF act,LANA DNA inh
COC(=O)c1cc(OC)c(OC)cc1NC(=O)CSc1nnc(-c2cccnc2)n1C,-2,-2,4,.,-3,14,-3.0,-13,3,-0.8
O=C(Cn1ncc2c([nH]c3ccccc32)c1=O)Nc1ccc(F)cc1F,-3,-1,1,-2,-2,13,-2.6,-6,0,0.0
O=C(c1cc(-c2ccncc2)nc2ccccc12)N1CCN(S(=O)(=O)/C=C/c2ccccc2)CC1,-1,-2,-3,-2,2,12,-2.1,-13,4,1.5
O=C(Nc1cccc(Cl)c1)c1csc(-c2ccccc2)n1,2,3,0,-2,0,-10,1.9,7,1,0.1
Cc1ccc(S(=O)(=O)N(C)Cc2nc(-c3ccccn3)no2)cc1,-6,2,-3,.,2,-11,2.0,-8,2,-2.3
CC1CCCCN1CCCNC(=O)CCCN1C(=O)c2cccnc2Sc2ccccc21 (stereo unspecified),-1,0,-2,-2,5,11,-2.1,-7,-2,-1.2
COc1cc(NC(=O)c2ccc(S(=O)(=O)N(C)C)cc2)cc(OC)c1OC,-7,-2,-1,-4,-1,-11,1.8,5,7,1.0
NC(=O)c1c(NC(=O)c2c(F)cccc2F)sc2c1CCN(Cc1ccccc1)C2,-7,-3,-20,-1,-2,-9,1.6,8,0,9.2
CCC(=O)N(C)CCc1cc2c(c(OC)c1/C=N/NC(=O)[C@H]1C[C@@H]1c1ccccc1)OCO2,2,3,-2,-3,3,13,-2.6,-7,8,-2.2
Cc1ccc(-n2ccc(=O)c(C(=O)Nc3ccc(S(=O)(=O)Nc4nccs4)cc3)n2)cc1,-6,0,2,-3,1,6,-1.1,3,-1,-0.8
CCC(=O)NNc1nc2c(C)cccc2s1,-7,7,0,.,-3,2,-0.3,1,2,0.2
O=C(O)C#Cc1cccc2ccccc12,-6,-2,1,1,7,6,-1.1,5,3,-1.2
O=C(NCCN1CCOCC1)c1ccc(CS(=O)(=O)c2ccc(Br)cc2)o1,0,-6,-1,.,4,10,-2.0,15,5,-1.1
O=C1N=C(c2ccccc2)C(c2ccccc2)N1 (stereo unspecified),-5,1,-2,0,5,11,-2.2,10,4,-1.2
O=S1(=O)NC(=NCc2ccco2)c2ccccc21,-6,6,0,-3,0,15,-2.5,12,-4,-0.1
O=C(Nc1cccc(C(F)(F)F)c1)OCc1ccncc1,-1,5,-3,-2,1,14,-2.8,-12,0,-0.7
CCOc1cc(S(=O)(=O)NC2CCCCCC2)ccc1F,-10,6,0,11,0,-16,3.5,15,0,1.8
O=C(CCCC(=O)NCC1CCCO1)NCC1CCCO1 (stereo unspecified),-12,3,2,-2,4,-8,1.4,-3,-1,2.4
COc1ccc(Cl)cc1NC(=O)CN(C)CC(=O)Nc1ccc(S(N)(=O)=O)cc1,-15,3,-4,-1,-2,13,-2.5,-9,-7,0.4
COc1ccc(/C=N/NC(=O)CN(CCc2ccccc2)S(=O)(=O)c2ccc(NC(C)=O)cc2)cc1OC,1,-4,4,-6,0,-6,1.1,12,-3,-0.5
Cc1ccc(NC(=O)NC(=S)NC(=O)c2ccccc2)cc1,-6,-1,-1,-2,-2,-8,1.4,12,-5,-0.1
Cc1cc(-c2nc3ncccc3o2)ccc1NC(=O)CC(C)C,1,-3,1,-4,6,5,-0.8,8,-9,0.4
O=C(CSc1nnc(-c2cccnc2)o1)OC1CCCCC1,-15,-2,-4,-4,3,4,-0.7,6,2,2.8
O=C(O)c1cc2ccc3cccc4ccc(c1)c2c34,1,-4,1,-2,2,17,-3.7,15,-1,0.6
CS/C(=C\[N+](=O)[O-])Nc1ccc(Cl)cc1,-14,4,1,-4,19,9,-1.6,-12,6,-1.3
COc1ccc(C2OC(=O)c3ccccc3S2)cc1 (stereo unspecified),-9,3,2,-1,-1,-10,1.9,11,7,-0.2
CCCCOc1ccc(NC(=O)c2cc(F)c(F)cc2Cl)cc1,-4,3,-1,-2,-6,-14,2.6,-3,1,-0.7
COc1ccc(N(CC(=O)N2c3ccccc3CC2C)S(=O)(=O)c2c(C)nn(C)c2C)cc1 (stereo unspecified),-4,5,-7,.,-1,9,-1.7,-16,2,-1.0
O=S(=O)(c1ccccc1)N1CCN(S(=O)(=O)c2ccccc2)C1,-2,8,0,-8,0,19,-3.8,-21,-8,3.0
Cc1nc2c(ccc3nc(NC(=O)c4ccc5c(c4)OCCO5)sc32)s1,2,6,-2,4,-2,-17,2.7,-16,3,1.1
O=C(/C=C/c1ccccc1)Nc1nnc(-c2ccco2)o1,-8,2,-4,-13,0,14,-3.1,0,-4,-0.4
Nc1c2c(nc3sc4c(c13)CCCCC4)CCCCC2,-9,-1,-4,-3,2,3,-0.5,-9,-10,-0.7
O=C(CCCCn1c(=O)c2ccccc2n(Cc2ccc(F)cc2)c1=O)NCc1ccco1,4,2,3,-4,6,10,-2.2,-6,-3,1.8
O=c1[nH]c(CSc2nnc(-c3ccccc3)n2C2CCCCC2)nc2ccccc12,0,3,-6,-4,-3,-18,3.3,-7,5,2.5
COc1ccc(NC(=O)Nc2cc3oc4ccccc4c3cc2OC)cc1,-1,2,-3,3,-1,16,-3.1,2,-19,0.0
Cc1cc(C(=O)OCC(=O)NCc2ccc(F)cc2)c2ccccc2n1,-1,-3,-9,10,-3,-1,0.2,1,-2,-1.6
CCN(CC)CCN1C(=O)c2ccccc2NC1c1ccc(C)cc1 (stereo unspecified),-11,-1,0,.,-3,-2,0.3,3,2,-3.4
COc1cc(CN2CCN(c3ncccn3)CC2)cc(OC)c1,-10,0,2,-1,-4,7,-1.3,0,-1,-0.8
Cc1cc(C(=O)CCl)c(C)n1Cc1ccco1,-4,-3,0,-4,4,8,-1.5,21,-1,0.0
COc1ccc2nc(NC(=O)c3ccccc3F)sc2c1,-13,0,-1,.,-2,-4,0.8,-25,1,1.1
O=C(NCc1ccc(Cl)cc1)c1ccc(CNc2c(N3CCOCC3)c(=O)c2=O)cc1,1,3,-6,69*,5,4,-0.7,-15,3,3.5
COc1ccccc1C(=O)NC(=S)NNC(=O)c1sc2ccccc2c1Cl,-6,6,-2,-1,-1,1,-0.1,3,-3,3.1
CCCNC(=O)CCc1nnc2ccc(N3CCC(C)CC3)nn12,-3,-2,1,-5,-3,-2,0.4,7,-7,2.2
CNc1nc(SCc2ccccc2Cl)nc2c1CCCC2,-1,3,-1,24,2,-14,2.4,16,3,-1.8
N#C/C(=C/c1ccc(N2CCCCC2)cc1)c1cccc(F)c1,-2,7,-5,-3,3,0,0.1,-28,-3,0.1
COc1ccc(Nc2oc(-c3ccc(OC)cc3)nc2C#N)cc1,2,-3,-6,11,-2,10,-2.1,15,-5,0.1
Cc1cc(NS(=O)(=O)c2c(C)c(C)cc(C)c2C)no1,1,-1,0,2,1,4,-0.5,5,-6,4.0
O=C(NCc1ccco1)c1cc(-c2ccc3c(c2)OCO3)on1,3,-1,3,.,-6,-4,0.7,-9,7,0.7
CCNCC(=O)Nc1ccc(N2CCOCC2)cc1,-19,1,-2,.,-4,9,-1.9,21,1,1.1
Cc1n[nH]c(=O)nc1N1CCN(c2ccccc2)CC1,0,0,-8,.,-4,11,-2.7,-29,-1,0.6
O=C(Nc1nccs1)C1CC(=O)N(c2ccc(F)cc2)C1 (stereo unspecified),5,-4,-2,.,2,1,-0.1,10,-1,-1.2
CC(C)(C)n1nc2c(c1NC(=O)c1ccc(S(=O)(=O)N3CCCC3)cc1)CSC2,4,-1,-6,-1,-1,-3,0.6,-3,-6,-0.8
O=C(NN=C1CCCCCCCCCCC1)c1cccnc1,-1,-2,-5,-1,-3,21,-4.5,6,3,-1.6
COc1ccc(CNC(=O)CCNC(=O)N2CCn3c2nc2ccccc23)cc1,-5,.,1,1,-1,.,.,.,1,0.0
CC1=C(C(=O)Nc2ccccc2C)C2(CCCCC2)C(C(N)=O)C(=S)N1 (stereo unspecified),-3,-2,-2,1,-6,-2,0.3,1,0,-0.1
O=C(Nc1ccc(F)cc1)Nc1ccccc1NS(=O)(=O)c1cccs1,-4,-7,7,-4,-2,4,-0.6,16,0,1.8
CC1(C(=O)NC2CCCCCCC2)CCC(=O)N1CCN1CCOCC1 (stereo unspecified),2,1,1,3,0,5,-0.9,-1,-1,-0.6
CCN1C(=O)C(CC(=O)Nc2ccc(F)cc2)N(CCc2ccc(OC)cc2)C1=S (stereo unspecified),4,-3,-1,-6,1,5,-1.0,7,1,0.6
Cc1ccc(C(CC(=O)O)NC(=O)c2ccc(S(=O)(=O)N3CCCC3)cc2)cc1 (stereo unspecified),2,4,-2,-1,-5,24,-4.6,-9,1,-1.0
COc1ccc2c(c1OC)c(=O)n1c3ccc(OC(C)C(=O)NCCN4CCOCC4)cc3c3ccnc2c31 (stereo unspecified),2,7,-2,-9,0,11,-2.3,13,2,-5.8
# More records.
SMILES,Cardiac RTF inh,HTR5A ag ctr,Keap1 Nrf2 FP,CAL-PDZ inh HTS,V-ATPase pH,MOR-DOR inv ag,OPRM1-OPRD1 ag,HTR5A inv ctr,cardiac RTF act,LANA DNA inh
Nc1ccccc1Sc1c[nH]c2ccccc12,-6,2,-1,-1,3,-9,1.7,8,0,1.4
Cc1ccc(S(=O)(=O)Nc2ccccc2CNc2ncc(Br)cc2Br)cc1,-3,6,4,-2,2,-3,0.6,-4,-2,0.6
CCCCNC(=O)CSc1nc2cc3c(cc2c(=O)n1CCCN(CC)CC)OCO3,1,6,-6,-4,1,6,-1.2,-19,0,0.1
COC(=O)[C@]1(Cc2ccccc2)N[C@H](CN(C)C(=O)COc2ccccc2)[C@@H]2C(=O)N(Cc3ccccc3)C(=O)[C@@H]21,-6,4,-1,-2,-2,15,-3.3,-14,-2,0.2
Cc1c(NC(=O)/C(C#N)=C/c2c(Oc3ccccc3)nc3ccccn3c2=O)c(=O)n(-c2ccccc2)n1C,-7,-1,-1,-6,3,12,-2.3,3,-4,0.2
CC1CCN(S(=O)(=O)c2ccc(NC(=O)Cc3cccs3)cc2)CC1,-8,2,-3,.,5,-41,7.2,-4,5,-0.2
Cc1cc(=O)oc2c(CN3CCN(CCO)CC3)c(O)ccc12,-10,-4,-4,-2,-1,-3,0.5,15,-1,1.9
O=C1c2ccccc2C(O)N1Cc1ccc2c(c1)OCO2 (stereo unspecified),0,-1,-6,.,1,11,-2.1,6,0,-0.5
O=C(CSc1nncs1)Nc1cccc2ccccc12,-6,4,-1,-4,2,3,-0.4,-12,5,-1.1
COc1ccc(NC(=O)CSCC(=O)N2CCN(C(=O)c3ccco3)CC2)cc1,1,-5,-5,-5,-2,8,-1.9,13,2,-1.1
CC1CN(C(=O)COc2ccc3ccccc3c2Br)CC(C)O1 (stereo unspecified),-12,-8,3,.,2,6,-1.2,20,0,4.3

# Screens (PubChem BioAssay)
